BoNT-F LC inh: blocks Botulinum neurotoxin F light chain protease. Multiplex microsphere protease cleavage assay, flow cytometry. inhibition, % at 10 µM. 360,000 compounds, 0.22% hits. AID 588497; in the data active = inhibition above about 35%, passing the limit was not always enough; inconclusive = no clear call, values can overlap the other calls; also: plate controls were buffer without enzyme for full effect and enzyme alone for no effect
PrPC surface inh: reduces human prion protein on the cell surface | P04156 | cell surface PrPC, TR-FRET read-out | inhibition, % at 13.8 µM | 370,000 compounds, 0.43% hits | AID 720596; in the data active = inhibition above about 24%; also: 0% = median of the test wells and 100% = reference compound wells
FadD28 binding: blocks FadD28 binding to the bisubstrate probe | inhibition, % at 12.5 µM | fluorescence polarization | 360,000 compounds, 0.22% hits | AID 588549; in the data active = inhibition above about 8.5%, passing the limit was not always enough; inconclusive = no clear call, values can overlap the other calls
CCHFV vOTU inh: CCHFV vOTU protease inhibition; Pep-AMC fluorescence; inhibition, % at 11.5 µM; 370,000 compounds, 0.55% hits; in the data active = inhibition above about 30%; also: 0% = vehicle wells with enzyme and 100% = no enzyme wells
Anthrax LF prot: anthrax lethal factor protease inhibition; inhibition, % at 10 µM; P15917; AID 588501; 360,000 compounds, 0.12% hits; multiplex microsphere protease cleavage assay, LF; also: plate controls were buffer without enzyme for full effect and enzyme alone for no effect
Yp Topo-I inh: inhibitors of Yersinia pestis topoisomerase I. 360,000 compounds, 0.064% hits. Y. pestis Topo-I cleavage product accumulation, plate reader. AID 504884. activity, % at 10 µM; in the data active = activity above about 50%, passing the limit was not always enough; inconclusive = no clear call, values can overlap the other calls; also: inactives centre near 2
BoNT A protease: inhibitors of Botulinum neurotoxin A light chain protease; multiplex microsphere protease substrate cleavage, flow cytometry; inhibition, % at 10 µM; 360,000 compounds, 0.17% hits; also: plate controls were buffer without enzyme for full effect and enzyme alone for no effect
PfHsp40 yeast: restores yeast growth despite PfHsp40 toxicity | growth rescue, % at 12.5 µM | 340,000 compounds, 0.68% hits | S. cerevisiae expressing PfHsp40, growth rescue, ATP luminescence; in the data active = growth rescue above about 28%, passing the limit was not always enough; inconclusive = no clear call, values can overlap the other calls;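 also: yeast W303a lacking pdr1 and pdr3 grown in galactose medium; growth measured after three days at 30 °C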
TcdB inh: inhibitors of Clostridioides difficile toxin B glycohydrolase; P18177; TcdB glycohydrolase enzymatic assay, plate reader; 350,000 compounds, 0.24% hits; inhibition, % at 9.99 µM; in the data active = inhibition above about 10%
Active calls of the source: *; ? = inconclusive; / = not tested or not shown. Rule as the data show it, unless noted: active = inhibition above about 30%; inconclusive = no clear call, values can overlap the other calls; inactive = below that.

SMILES	BoNT-F LC inh	PrPC surface inh	FadD28 binding	CCHFV vOTU inh	Anthrax LF prot	Yp Topo-I inh	BoNT A protease	PfHsp40 yeast	TcdB inh
CN(C)C(=O)c1ccc(-n2cccn2)nc1	-6	-5	-1.4	-13	-3	3	-1.1	-1.4	0.1
O=C(O)c1cccc(S(=O)(=O)Nc2ccc3oc(=O)sc3c2)c1	0	-1	-2.2	7	-16	3	-0.1	1.2	/
CCOc1ccc(NC(=O)c2ccc3c(c2)S(=O)(=O)N=C2CCCCCN23)cc1	-4	0	0.2	-2	-1	-7	-0.3	/	-0.4
Cc1cccc(C(=O)O/N=C(\N)Cc2ccc([N+](=O)[O-])cc2)c1	0	-8	-2.5	-9	-1	-5	0.0	-0.2	/
Cc1cccc(NS(=O)(=O)c2ccc(C)c(C(=O)NCC(c3cccs3)N3CCOCC3)c2)c1 (configuration not stated)	-10	5	-2.3	3	3	28	0.3	-0.6	2.5
O=C(CCCc1c[nH]c2ccccc12)N1CCOCC1	-3	-1	-0.6	13	-2	7	0.3	-0.9	/
COc1ccc(NC(=O)c2ccc(S(=O)(=O)N(C)C)cc2)cc1	2	4	-0.3	-6	-4	5	0.1	4.3	1.3
CCOc1ccc(CCNC(=O)CCNS(=O)(=O)c2ccc3c(c2)CCN3C(C)=O)cc1OCC	-6	1	-1.9	-7	0	10	-0.6	0.3	2.0
COc1cc2nc(CN3CCN(S(=O)(=O)c4ccc(Cl)cc4)CC3)[nH]c(=O)c2cc1OC	-6	5	-3.9	7	0	14	-0.5	0.1	0.6
COc1ccc(/C=N/NC(=O)c2ccc3nc[nH]c3c2)cc1	-2	-11	0.9	3	-2	3	-0.4	/	0.8
CCOC(=O)N1CCC(NC(=O)c2cc(C(=O)Nc3ccc(OC)c(OC)c3)ccc2CO)CC1	12	4	-0.5	4	-2	-10	1.3	-1.1	-5.9
COC(=O)c1cc2occc2n1Cc1nc(-c2ccccc2Cl)oc1C	-3	-2	-2.6	-4	-5	3	-0.3	3.4	0.3
C#CCCOC(=O)N1C2=NC(C(=O)OC)=C(C(=O)OC)[C@@H]3N(C)c4ccccc4[C@]23C[C@H]1C(=O)OC	-4	-13	0.1	-4	-6	0	-0.1	-1.6	0.8
CC(=O)C1=C(C)Nc2ncnn2C1c1ccc(O)cc1 (configuration not stated)	-5	-1	-1.7	-7	-7	12	0.3	-1.2	0.6
O=C(NCCC1CCCCN1S(=O)(=O)c1ccccc1)C(=O)Nc1ccccc1F (configuration not stated)	16	-9	-1.8	1	5	13	3.5	0.0	-1.1
NC(=O)C1CN(S(=O)(=O)c2ccc(Cl)cc2F)c2ccccc2O1 (configuration not stated)	-9	6	-2.3	-6	-3	12	-0.5	-3.3	-0.4
Cn1cnnc1SCC(=O)c1c[nH]c2ccccc12	-9	0	0.1	-12	6	-4	-6.5	-0.4	0.6
COc1ccc(N2CCN(C(c3ccc4ncccc4c3)c3nnnn3C(C)(C)C)CC2)cc1 (configuration not stated)	-12	4	-3.9	-4	0	23	-3.0	-0.3	3.5
CC(C)(C)C(=O)NCCCc1nc2ccccc2n1CCCOc1ccc(Cl)cc1	-4	18	-5.5	26	-3	14	-0.1	-0.3	/
O=C(CSc1ncccn1)N/N=C/c1ccc(OC2CSC2)cc1	-4	-8	-0.8	-6	-5	4	-1.6	0.1	1.0
Cc1nnc(C)n1/N=C/c1ccc2c(c1)OCCO2	-2	5	/	2	-1	0	0.7	0.1	/
CCOC(=O)CNC(=O)Cn1cnc2c(nnn2-c2ccc(F)cc2)c1=O	-5	/	-2.7	/	1	1	-0.4	0.5	0.4
O=C(Oc1ccc(C(=S)N2CCOCC2)cc1)c1ccccc1F	13	4	2.0	-8	9	-1	2.0	-0.9	1.8
COc1cccc(OC)c1OCCN1CCN(C(c2ccccc2)c2ccccc2)CC1	-9	-5	-1.0	2	-3	30	-1.4	0.6	1.4
NC(=O)COC(=O)c1ccc(Oc2ccccc2)cc1	1	-2	-2.0	-18	-11	2	0.9	0.7	/
CCCCCCCOc1ccc(OC(=O)c2cccnc2)cc1	-4	8	-0.5	2	-5	2	-0.7	6.4	/
CC(C)CC1NC(=O)N(CC(=O)Nc2cc(S(=O)(=O)N3CCOCC3)ccc2Cl)C1=O (configuration not stated)	1	3	0.7	3	12	-6	-0.2	-0.1	-2.9
O=c1ccc(S(=O)(=O)N2CCCC2)cn1Cc1nc(-c2ccccc2)no1	-3	3	-0.3	-4	-4	-2	0.1	-0.4	1.6
COc1cc(C(=O)Oc2ccccc2/C=N/NC(=O)c2ccc(C)c(Cl)c2)cc(OC)c1OC	0	3	-0.9	-1	1	-8	0.5	-1.7	/
Cc1cc(NC(=O)CCCC(=O)O)nc(C)n1	-3	5	1.1	8	-3	-6	0.1	-0.7	/
O=C1c2cccc3cccc(c23)C(=O)N1OS(=O)(=O)c1ccccc1	2	-7	-1.4	-2	-2	-12	0.2	-0.9	/
O=C(c1ccccc1)N(Cc1cccs1)C1CCS(=O)(=O)C1 (configuration not stated)	7	5	-3.4	4	0	4	0.7	8.8	0.4
CSCC(=O)N1CCCC(C(=O)c2cc(F)ccc2F)C1 (configuration not stated)	2	0	-1.7	-7	1	-2	0.0	-0.8	0.3
C(=N\Nc1nn2cnnc2c2ccccc12)/c1ccco1	-6	0	-3.6	10	-2	8	-0.2	0.2	0.3
Cc1cccc2nc(CSc3nnnn3-c3ccccc3)cn12	1	1	-6.9	-1	3	5	0.6	0.4	/
COc1ccc(CNC(=S)Nc2ccc3nc(N4CCOCC4)cc(C)c3c2)cc1	0	-4	-0.1	-19	0	-8	1.8	1.3	1.3
CN(CC1CCOCC1)C(=O)CC1C(=O)NCCN1Cc1cccc(C(F)(F)F)c1 (configuration not stated)	1	-1	-0.5	5	0	8	-0.3	0.6	1.8
COc1ccccc1NC(=O)NC(N)=O	-3	-2	0.2	-7	0	-2	0.2	-1.5	/
CC(C)C[C@H](NC(=O)c1nc[nH]c1C(=O)NCCCCCNC(=O)OC(C)(C)C)C(=O)OC(C)(C)C	2	8	-3.1	27	-7	23	-0.7	?	2.3
CCN(c1ccc(OC)cc1)S(=O)(=O)c1nnc(NC(=O)COc2ccc(C)cc2)s1	0	/	-1.2	/	3	-6	1.5	-0.2	1.9
Cc1nnc(NCCc2ccccc2)n(N)c1=O	0	0	0.5	7	2	5	0.3	-0.3	/
CCOc1cc(/C=N/O)cc(Br)c1OCC	-3	1	-2.6	-6	0	1	0.4	10	/
CCOC(=O)NC(=O)/C(C#N)=C\Nc1sccc1C(=O)OC	-5	-4	0.7	4	-13	5	-1.3	-0.6	0.0
CCOC(=O)c1sc2cccc(F)c2c1N	0	-4	-4.5	-83	-7	-12	?	-1.6	0.8
CN(C)c1ccc(-c2ccnc3c2CC(C)(C(=O)NCc2cccs2)O3)cc1 (configuration not stated)	0	8	-1.7	-21	-3	37	-0.5	/	0.6
O=C(OCC(=O)N(CCc1ccccc1)Cc1ccccc1)c1cccc(S(=O)(=O)N2CCOCC2)c1	0	2	0.7	11	2	-4	-0.7	1.1	-1.5
COc1ccccc1NC(=O)N1CCN(c2ccccn2)CC1	-10	-5	-2.3	-12	1	5	0.1	0.8	0.2
FC(F)(F)c1cc(-c2ccccn2)nc2cc(-c3ccccc3)nn12	?	-2	-3.5	-16	-7	0	-1.7	-1.3	-1.0
O=C(Cc1cccc2ccccc12)N/N=C/c1ccc(Sc2nc3ccccc3s2)o1	-1	6	-2.9	-14	-4	7	0.0	2.3	/
CCOc1ccc2nc(COC(=O)c3cccs3)c(C(C)=O)[n+]([O-])c2c1	?	-7	0.8	-2	-10	-4	0.3	0.1	1.7
CC(=NNC(=S)N1CCCCCC1)c1cccc2cccnc12	-21	-2	-5.0	-4	-9	18	3.0	-2.2	0.8
O=C(O)C(C(=O)Oc1ccccc1)C(C(=O)O)C(=O)Oc1ccccc1 (configuration not stated)	6	4	-3.5	-8	2	4	-0.2	-0.3	2.3
CCC(C)[C@H](NC(=O)[C@@H]1CSC2c3ccccc3C(=O)N21)C(=O)NC1CCCC1 (some centres not stated)	1	14	-3.9	-5	0	14	-0.5	-0.5	0.1
CCCOc1ccc(-c2nc(=S)[nH][nH]2)cc1	-1	0	-2.6	13	-3	-9	?	-0.3	/
Cn1ncc(Cl)c1C(=O)N1CCC2(CC1)OCCO2	/	5	0.4	17	/	3	/	-2.0	-2.0
COCc1nc2ccccc2n1Cc1ccccc1Br	-2	5	-5.4	4	-4	10	0.6	-0.1	/
COc1ccc(CCNC(=O)CSCc2ccc(F)cc2)cc1OC	-3	4	-2.3	-10	-2	1	-0.1	-0.7	/
CC(C)c1onc(C(=O)N2C(C)CCCC2C)c1[N+](=O)[O-] (configuration not stated)	2	8	-0.6	-18	0	3	-0.9	-0.6	/
CC(=NCCc1ccccc1)C1=C(O)CSC1=O	13	0	-3.0	5	0	2	0.6	0.2	/
Cn1c(=S)[nH]c2sc3c(c2c1=O)CCC(C(C)(C)C)C3 (configuration not stated)	22	2	5.1	-4	6	11	0.4	-0.1	0.0
Later entries.
SMILES	BoNT-F LC inh	PrPC surface inh	FadD28 binding	CCHFV vOTU inh	Anthrax LF prot	Yp Topo-I inh	BoNT A protease	PfHsp40 yeast	TcdB inh
COc1ccc(C(c2c(C)n(C)n(-c3ccccc3)c2=O)c2c(C)n(C)n(-c3ccccc3)c2=O)cc1OC	-14	5	-2.8	-9	26	5	0.9	-1.3	0.6
CCOc1cc2c(cc1OCC)-n1cccc1C(c1ccc(C)cc1C)NC2 (configuration not stated)	-23	3	-0.1	-1	-1	13	-0.1	-3.4	-0.8
COC(=O)c1ccccc1NC(=O)Nc1ccc(Cl)cn1	-5	8	-0.1	7	-6	-8	-0.2	0.1	-6.5
CN1CCc2c(sc3c2C(=O)NC(c2cccc(OC(=O)c4cccs4)c2)N3)C1 (configuration not stated)	-50	3	-6.0	-5	-22	19	5.0	0.1	1.0

By substructure: the compounds so far with a thiophene ring, fused or not.
SMILES	BoNT-F LC inh	PrPC surface inh	FadD28 binding	CCHFV vOTU inh	Anthrax LF prot	Yp Topo-I inh	BoNT A protease	PfHsp40 yeast	TcdB inh
Cc1cccc(NS(=O)(=O)c2ccc(C)c(C(=O)NCC(c3cccs3)N3CCOCC3)c2)c1 (configuration not stated)	-10	5	-2.3	3	3	28	0.3	-0.6	2.5
O=C(c1ccccc1)N(Cc1cccs1)C1CCS(=O)(=O)C1 (configuration not stated)	7	5	-3.4	4	0	4	0.7	8.8	0.4
CCOC(=O)NC(=O)/C(C#N)=C\Nc1sccc1C(=O)OC	-5	-4	0.7	4	-13	5	-1.3	-0.6	0.0
CCOC(=O)c1sc2cccc(F)c2c1N	0	-4	-4.5	-83	-7	-12	?	-1.6	0.8
CN(C)c1ccc(-c2ccnc3c2CC(C)(C(=O)NCc2cccs2)O3)cc1 (configuration not stated)	0	8	-1.7	-21	-3	37	-0.5	/	0.6
CCOc1ccc2nc(COC(=O)c3cccs3)c(C(C)=O)[n+]([O-])c2c1	?	-7	0.8	-2	-10	-4	0.3	0.1	1.7
Cn1c(=S)[nH]c2sc3c(c2c1=O)CCC(C(C)(C)C)C3 (configuration not stated)	22	2	5.1	-4	6	11	0.4	-0.1	0.0
CN1CCc2c(sc3c2C(=O)NC(c2cccc(OC(=O)c4cccs4)c2)N3)C1 (configuration not stated)	-50	3	-6.0	-5	-22	19	5.0	0.1	1.0

Screening results (PubChem BioAssay)
